POLH inh: DNA polymerase eta (human) inhibition; Potency, µM (doses to about 114 µM), inactives show at the top dose activity change, negative = inhibition, usual class: inhibitors; recombinant Pol eta, fluorescent DNA replication assay; AID 588591; actives 1.2% (n = 390,000); Q9Y253; further: potency means the concentration at half of the fitted maximal effect; on the % scale 0 is the no-effect control and ±100 the full control effect
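Pol eta at 10 nM preincubated with compounds 15 min at room temperature; reaction started with fluorescent substrate (50 nM final) and read kinetically at 0 and 10 min.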
Anesthetic bind: candidate novel general anesthetic via apoferritin binding | P02791 | apoferritin/1-aminoanthracene competitive binding, fluorescence | Potency, µM (doses to about 77.5 µM), inactives show at the top dose activity change, negative = displacement, hits mostly inhibitors | actives 0.074% (n = 350,000) | AID 485281; further: potency means the concentration at half of the fitted maximal effect; on the % scale 0 is the no-effect control and ±100 the full control effect; nearly all actives have a fitted effect of over 20% in size
Target sequence (P02791 2-175 limits assumed): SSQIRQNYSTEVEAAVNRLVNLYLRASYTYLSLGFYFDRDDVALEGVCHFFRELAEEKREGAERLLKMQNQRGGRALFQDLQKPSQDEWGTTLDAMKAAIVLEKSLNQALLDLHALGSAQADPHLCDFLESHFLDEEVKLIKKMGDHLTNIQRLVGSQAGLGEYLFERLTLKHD
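Steps: apoferritin (10 uM) was premixed with half-saturated 1-AMA in PBS, compounds were pin-transferred, plates stood 10 min at room temperature, fluorescence was read at 380/535 nm, and curves were fitted with a Hill equation.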
Pol kappa inh: inhibitors of human DNA polymerase kappa; Potency, µM (series often up to 107 µM), for the others: top-dose activity, negative = inhibition, hits mostly inhibitors; purified Pol kappa, fluorescent DNA synthesis assay, 10 min; actives 0.53% (n = 400,000); further: potency means the concentration at half of the fitted maximal effect; on the % scale 0 is the no-effect control and ±100 the full control effect
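Activity was followed as the change in fluorescence between reads at 0 and 10 min after starting the reaction with 50 nM substrate. Beforehand, 10 nM polymerase had been preincubated with compound for 15 min at room temperature.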
RGS4 inhibitor: human RGS4 inhibition; actives 0.039% (n = 390,000); Potency, µM (doses to about 114 µM), inactives show at the top dose activity change, negative = inhibition, hits mostly inhibitors; AID 504845; P49798; Transcreener GDP fluorescence polarization, RGS4-accelerated GTP hydrolysis; further: potency means the concentration at half of the fitted maximal effect; on the % scale 0 is the no-effect control and ±100 the full control effect; nearly all actives have a fitted effect of over 75% in size; some results filed as inactive show a strong effect at the top dose
Target sequence (P49798 whole entry, looked up): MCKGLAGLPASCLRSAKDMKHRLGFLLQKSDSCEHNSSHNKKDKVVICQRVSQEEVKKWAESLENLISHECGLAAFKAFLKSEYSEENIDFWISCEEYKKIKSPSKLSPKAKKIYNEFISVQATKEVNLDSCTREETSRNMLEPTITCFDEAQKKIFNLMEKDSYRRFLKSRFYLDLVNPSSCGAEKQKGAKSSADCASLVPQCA
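MLSMR compounds (23 nl, pin-transferred) preincubated 10 min at room temperature with a 500nM (2x) first reagent, then RGS4 at 900nM (2x) plus Transcreener GDP mix added; fluorescence polarization (620/688 nm) read before and after 90 min at 30 °C.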
12-LOX inh: inhibitors of human 12S-lipoxygenase ALOX12 | actives 1.1% (n = 580,000) | Potency, µM (doses to about 108 µM), without a hit: at the top dose activity change, negative = inhibition, usual class: inhibitors | purified 12hLO, xylenol orange hydroperoxide absorbance; further: potency means the concentration at half of the fitted maximal effect; on the % scale 0 is the no-effect control and ±100 the full control effect
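Hydroperoxide product was detected by ferrous iron/xylenol orange as the 573 to 405 nm absorbance ratio. Arachidonic acid at 40 uM (final) was turned over for 30 min at room temperature by 150 nM human 12hLO, pH 7.0 Hepes buffer, after 15 min compound preincubation.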
LDHA block: blocks human lactate dehydrogenase A; actives 0.15% (n = 480,000); AID 1347041; activity change, % (values are at about 110 or 230 µM); purified LDHA, NADH/diaphorase-resazurin fluorescence; stronger effect = lower value; P00338; in the data active means activity change below about -30%; inconclusive means mostly about -25% to -30%;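 further: plate controls were DMSO wells for no effect and wells without enzyme for full effect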
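Enzyme activity of human lactate dehydrogenase 5 (2 nM; 0.06 mM NADH, 0.2 mM pyruvate, 5 min, RT) is measured via a resazurin/diaphorase fluorescence readout of residual NADH.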
ERG-DNA inh: blocks human ERG Ets domain binding to DNA; P11308; fluorescence polarization, His-ERG Ets domain / labelled DNA; Potency, µM (top dose mostly 76.9 µM), inactives show top-dose FP activity, negative = inhibition, hits mostly inhibitors; actives 0.028% (n = 370,000); active means well fitted inhibition curve with a large enough effect in the polarisation, with a control signal flat; inconclusive means small, poorly fitted or top-dose-only effect, or effect the other way, or a change in a side signal; inactive means no such curve, though single readings can be large or run the other way; the % refers to the polarisation;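 further: polarization taken with two DNA probes labelled with fluorescein and Texas red; potency means the concentration at half of the fitted maximal effect; % of control where 0% means no effect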
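His-tagged ERG Ets domain (1 uM in the protein solution; 300mM KCl, 50mM Tris-HCl, 1mM EDTA, 1mM DTT, pH 7.5) received compound, then a probe mix of 5 nM fluorescein-DNA and 100nM Texas-615-DNA. Fluorescence polarization was read for both dyes.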
APEX1 inh: inhibitors of human APE1 endonuclease; recombinant APE1, TAMRA/BHQ-2 abasic DNA cleavage fluorescence; Potency, µM (top dose mostly 65.8 µM), inactives show at the highest dose activity change, negative = inhibition, hits mostly inhibitors; actives 0.35% (n = 350,000); AID 2517;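 further: potency means the concentration at half of the fitted maximal effect; plate controls were vehicle for no effect and reference inhibitor for full effect; nearly all actives have a fitted effect of over 55% in size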
Target sequence (P27695 whole entry, looked up): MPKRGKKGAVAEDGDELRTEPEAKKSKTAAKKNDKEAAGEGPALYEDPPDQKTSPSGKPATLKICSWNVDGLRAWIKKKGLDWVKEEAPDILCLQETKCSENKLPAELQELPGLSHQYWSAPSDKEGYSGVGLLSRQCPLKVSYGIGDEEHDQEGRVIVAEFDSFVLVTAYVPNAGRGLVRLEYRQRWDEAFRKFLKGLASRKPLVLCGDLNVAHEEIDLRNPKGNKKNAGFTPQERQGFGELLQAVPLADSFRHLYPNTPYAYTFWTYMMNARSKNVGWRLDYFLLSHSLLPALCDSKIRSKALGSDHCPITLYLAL
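Kinetic fluorescence read (525 ex/598 em nm, three reads 60 s apart) of AP-site incision; signal = third minus first read. Enzyme 0.75 nM, dual-labelled THF duplex 50 nM, compound preincubation 15 min RT.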
Pol beta inh: inhibitors of human DNA polymerase beta; Pol beta primer extension/strand displacement, fluorescence kinetic; P06746; actives 1.3% (n = 340,000); Potency, µM (highest dose often 114 µM), for inactives: at the highest dose activity change, negative = inhibition, most hits filed as inhibitors; further: potency means the concentration at half of the fitted maximal effect; on the % scale 0 is the no-effect control and ±100 the full control effect
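10 nM enzyme + cpd, 15 min RT; start with substrate 50 nM final; read 0 min and after 10 min RT. Corrected, normalized data; 4-parameter Hill curve fit.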
Active calls of the source: *; ? = inconclusive; nt = no result given; & = joins results of further samples; [ ] = remark or other dose. Unless noted, the call rests on the fitted dose curve; in most records, active means well fitted curve in the direction sought with a large enough effect; inconclusive means small, poorly fitted or top-dose-only effect, or another doubt; inactive means no such curve, though single readings can be large; an effect the other way counts as inactive or inconclusive.

Values run as follows: POLH inh	Anesthetic bind	Pol kappa inh	RGS4 inhibitor	12-LOX inh	LDHA block	ERG-DNA inh	APEX1 inh	Pol beta inh
> COc1ccc(NC(=O)C2CCN(c3nnnn3-c3ccccc3)CC2)cc1
    -7%	-8%	4%	-2%	-1%	1	-3%	1%	?
> COc1ccc2c(c1)c1c(c(=O)n(-c3ccccc3C)c(=O)n1Cc1cccc(C(F)(F)F)c1)n2C
    -6%	39%[activator]	-3%	5%	-12%	0	0%	nt	?
> CN=C(Nc1cc(C)nn1CCC#N)c1ccccc1
    -3%	-3%	0%	9%	1%	-3	nt	0%	14%
> Cc1ccc2cc(CN(Cc3ccco3)C(=S)NCC3CCCO3)c(=O)[nH]c2c1 (centres undefined)
    -14%	-21%	2%	-19%	nt	3	-2%	4%	27%
> Cc1cc2c(cc1C)C(=O)C(Br)=C(N)C2=O
    -14%	nt	-16%	-7%	?	18	-10%	nt	nt
> Cc1cc2c(C)c(C)c(=O)[nH]c2cc1N
    11%	3%	-20%	42%	20%[57.4 µM]	5	-2%	-2%	-2%
> COc1ccc(NC(=O)C2CCN(S(=O)(=O)c3c(C)noc3/C=C/c3ccc(C)cc3)CC2)cc1Cl
    6%	-2%	-13%[60.1 µM]	2%	?	-3	-6%	nt	-2%
> Cc1ccc(-c2ncns2)cc1
    -7%	-6%	-7%	-36%	9%	2	7%	-4%	-2%
> O=C1C2C3c4ccccc4C(c4ccccc43)C2C(=O)N1c1nc(-c2ccccc2)cs1 (centres undefined)
    -1%	-10%	-6%	30%	0%[57.4 µM]	-4	8%	-5%	31%
> COC(C[C@H](O)CC(=O)COCc1ccccc1)OC
    -8%	-10%	2%	18%	-10%	-5	9%	-7%	2%
> CC(Sc1ccccc1)C(=O)NN=C1CCCC1 (centres undefined)
    -5%	-11%	16%	7%	-2%	-6	-1%	0%	3%
> CCCCOc1ccc(S(=O)(=O)n2c(C)nc3ccccc32)cc1
    -15%	3%	-2%	16%	-2%[57.4 µM]	-12	-9%	-1%	-15%
> CCOC(=O)CCC(=O)NNC(=O)COc1ccc(C(C)C)cc1Br
    -9%	-13%	-10%	2%	1%	-3	-4%	3%	22%
> Cc1ccc2c(c1)nnn2C1CCN(C(=O)NCc2ccccc2)CC1
    -15%	-7%	4%	-2%	1%	-4	19%	-2%	19%
> COc1ccc(C)cc1NS(=O)(=O)c1ccc(Br)s1
    -18%	?	-2%	-19%	-2%	1	nt	0%	8%
> CC1CCN(C(=O)CSc2nc3c([nH]c4ccccc43)c(=O)n2-c2ccccc2)CC1
    -18%	?	0%[60.1 µM]	-12%	?	-1	4%	nt	3%
> Cc1ccc(C(=O)O/N=C(\N)c2ccccn2)cc1Cl
    -9%	-7%	-18%	1%	13%	-10	4%	-9%	-2%
> COc1ccc(CNC(=O)CN2C(=O)C(c3ccccc3)Oc3cccnc32)cc1 (centres undefined)
    -19%	?	-14%	12%	24%	2	6%	25%	-29%
> CCCS(=O)(=O)N1CC(=O)N(c2ccc(C)cc2)C(C)(C(=O)NC2CCCCCC2)C1 (centres undefined)
    0%	-13%	-1%	-9%	-2%	-11	0%	nt	6%
> O=C(CCC1N=C2c3ccccc3N=C(SCc3cccc(F)c3)N2C1=O)NCc1ccc(F)cc1 (centres undefined)
    -11%	?	-4%[60.1 µM]	11%	-29%	-6	4%	nt	2%
> Cc1ccc(OCC(=O)NCc2ccccn2)cc1
    -6%	-9%	-9%	-8%	-5%	-1	3%	8%	12%
> COc1cccc(OC)c1OCCCc1c(C)n[nH]c1C
    -6%	-15%	6%	-29%	?	-1	6%	-1%	21%
> CCOC(=O)Cc1ccc(NC(=O)c2ccc([N+](=O)[O-])cc2)cc1
    -6%	-8%	-4%	3%[56.9 µM]	-20%	1	1%	-3%	-3%
> Cc1cccc(C(C)C)c1NC(=O)c1cc2ccccc2o1
    2%	-18%	-8%	17%	-7%	-7	14%	-1%	44%
> Cc1ccc(-c2noc(CCCC(=O)NCC3CCCO3)n2)cc1 (centres undefined)
    ?	0%	-4%	-10%	-3%	-4	4%	57%[activator]	4%
> Cc1cc(NC(=O)Cn2c(=O)nc(-c3ccccc3F)c3cc(Cl)ccc32)ccc1Br
    -8%	-7%	-13%	5%	0%	-14	1%	nt	10%
> O=C1c2sc3nc4ccccc4n3c2C(=O)N1c1ccccc1Cl
    1%	-22%	-13%	-23%	?	-8	-1%	27%	15%
> COCCCNC(=O)c1cc(C(=O)c2c(-c3c(Cl)cccc3Cl)noc2C)c[nH]1
    -7%	-11%	-17%	3%	33%[activator]	-3	-6%	2%	10%
> Cc1ccc(-c2nc3ccccc3[nH]2)cc1NC(=O)c1ccc2c(c1)OCO2
    -2%	-6%	-4%	6%	16%	-8	4%	-4%	21%
> O=C(CSc1nnc(Cc2ccccc2)o1)c1ccccc1
    -24%	?	-1%	-1%	6%	-1	4%	0%	-9%

Values run as follows: POLH inh	Anesthetic bind	Pol kappa inh	RGS4 inhibitor	12-LOX inh	LDHA block	ERG-DNA inh	APEX1 inh	Pol beta inh
> O=C(CN1CCC(Cc2ccccc2)CC1)N1CCc2ccccc2C1
    -11%	-7%	-23%	?	1µM*	-15	4%	-1%	0%
> COc1ccc2nc(NC(=O)CSc3nc4ccccc4o3)sc2c1
    1%	-14%	-12%	3%	488%[activator]	0	-2%	0%	-16%
> CCOC(=O)c1ccc(Oc2nc(NC)nc(SC)n2)cc1
    0%	8%	-8%	14%	-12%	-8	nt	10%	28%
> COC(=O)c1sc(NC(=S)NC(=O)c2ccccc2F)nc1C
    2%	-16%	-6%	2%	-1%	-6	-3%	1%	4%
> CC(=O)Nc1cc(N2C(=O)CCC2=O)ccc1Cl
    -18%	1%	4%	-27%	11%	-3	-10%	4%	7%
> Cc1nc2ccccn2c1C(=O)N/N=C/c1ccccc1Cl
    -16%	-1%	-2%	-17%	9%	-3	8%	1%	17%
> O=C1CSc2ccc(S(=O)(=O)NCc3ccc(Cl)cc3)cc2N1
    ?	-10%	-2%	-6%	-10%	0	12%	32%	12%
> CCC(C(=O)N(C(C)C)C(C)C)c1ccccc1 (centres undefined)
    -19%	nt	4%	0%	-1%	-2	-19%	33%	nt
> O=C(O)c1cc2cccc(S(=O)(=O)N3CCOCC3)c2cc1O
    -7%	740%[activator]	-3%	9%	?	10	11%	0%	0%
> Cc1ccc(-c2noc(CCC(=O)NCCN3CCOCC3)n2)cc1
    -15%	-7%	-4%	-43%	0%	-9	-5%	4%	-8%
> CC1CNCCN1S(=O)(=O)c1cccc2cnccc12 (centres undefined)
    -18%	0%	2%[60.1 µM]	?	?	-7&-3	16%&25%	18%&13%&0%&-2%&15%	44%
> CC1=C(C(=O)Nc2ccc(C)cc2C)C(c2ccc(Br)cc2)n2ncc(C(=O)Nc3cccc(C)c3)c2N1 (centres undefined)
    -13%	32%[activator]	3%	10%	?	1	-1%	nt	2%
> CCN(Cc1ccccc1)C(=O)CC(=O)N(CC)Cc1ccccc1
    6%	-1%	-5%	-2%	-11%	-10	5%	82%[activator]	-24%
> CC(OC(=O)Cn1cnc2c1c(=O)n(C)c(=O)n2C)C(=O)NC1CCCCC1C (centres undefined)
    -3%	nt	-13%	5%	3%	-4	4%	-4%	nt
> COCCn1c(SCC(=O)Nc2cccc(OC)c2)nc2c(oc3ccccc32)c1=O
    -5%	-16%	-11%	-19%	-16%&-18%	-6&-3	5%	-2%	12%
> Cc1c(C)n(CCN(C)C)c2ncnc(NCc3ccccc3)c12
    -24%	-6%	5%	-13%	-13%	-4	1%	16%	20%
> Cc1cc(C)cc(NC(=S)N(Cc2ccc(Cl)cc2)Cc2ccc(C(=O)O)cc2)c1
    -14%	-9%	3%	-29%	35µM*	-1	-17%	-9%	?
> CC(=O)n1cc([C@H]2C=C(C(=O)N3CCN(Cc4ccc5c(c4)OCO5)CC3)O[C@@H](OCCCCO)C2)c2ccccc21
    -11%	4%	-17%	21%	-26%	-2	6%	10%	20%
> CCCCCNC(=O)c1cc(S(=O)(=O)N2CCCC2)ccc1F
    -10%	-3%	-17%	34%	3%	-3	4%	2%	-11%
> CC(C)N1C(=O)CCC1C(=O)NCCc1ccc(Cl)cc1 (centres undefined)
    2%	-1%	0%	4%	6%	-9	-4%	3%	0%
> COc1cc(C(=O)N/C(=C\c2cn(S(=O)(=O)N(C)C)c3ccccc23)C(=O)N2CCCC2)cc(OC)c1OC
    -14%	-2%	-6%	1%[56.9 µM]	-23%	-12	-2%	-23%	-1%
> CC(C)CCNC(=O)c1nn(Cc2ccccc2)c(=O)c2ccccc12
    -8%	-4%	-3%	8%	0%	-5	-13%	14%[12.4 µM]	-16%
> Cc1ccc(/C=N/Nc2nc3ccccc3[nH]2)s1
    -10%	-9%	-10%	8%	?	1	11%	-2%	-27%
> Cc1c(Br)c(C(F)(F)F)nn1CC(=O)N(C)C1CCCCC1
    -22%	-6%	-3%	-2%	-17%	-5	-7%	8%	16%
> Cc1ccc(S(=O)(=O)N2[C@@H](c3ccc(F)cc3)C(C(=O)O)=CC[C@H]2c2ccc3c(c2)OCO3)cc1
    -15%	nt	-25%	10%	-31%	-1	3%	5%	nt

Source: PubChem BioAssay (National Center for Advancing Translational Sciences (NCATS))

These rows are one share of the data; count on the stated rates, not on these rows.
